From PubChem
KB-3-1 tox = KB-3-1 parental cell cytotoxicity | hit rate 1.4% among 400,000 | KB-3-1 viability, CellTiter-Glo ATP luminescence, 72 h | Potency, µM (titrated, usually from 46.1 µM), for inactives: at the highest dose activity change, negative = cytotoxic, usual class: cytotoxic; also: % is scaled to controls: 0 for no effect and ±100 for the full control effect; nearly all actives have a fitted effect of over 60% in size
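Viability of parental KB-3-1 cells, measured by CellTiter-Glo luminescence, followed a 72 h incubation at 37 °C with pinned compounds in phenol-red-free DMEM containing 10% FBS.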
GLP1R cytotox = cytotoxicity counter-screen for GLP-1 receptor inverse agonists; HEK293 cAMP-luciferase reporter cells, luminescence, 24 h; Potency, µM (titrated, usually from 38.3 µM), for the others: at the highest dose activity change, negative = inhibition, usual class: inhibitors; AID 624418; hit rate 0.13% among 410,000;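 also: loss of luciferase light is scored as toxicity; % is scaled to controls: 0 for no effect and ±100 for the full control effect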
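Cells in DMEM/10% Nu serum/1% pen-strep, 1536-well format. Pre-incubated 12 h, dosed with 23 nL compound, incubated a further 24 h. Luciferase detection, 12 min at room temp, luminescence.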
TDP-43 yeast inh = inhibitors of TDP-43 toxicity in yeast; TDP-43 expressing yeast growth rescue, BacTiter-Glo, 24 h; Potency, µM (doses to about 46.1 µM), without a hit: at the top dose growth rescue (activation), most hits filed as activators; hit rate 1.8% among 410,000; also: % of control where 0% means no effect; nearly all actives have a fitted effect of over 50% in size
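Cell-based yeast growth screen: TDP-43 expression induced in galactose, inoculum OD600=0.02 after raffinose pregrowth to mid-log. Read-out BacTiter-Glo luminescence at 24 hr, 30 deg C; inhibition of toxicity seen as signal increase.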
GLP-1R agonist = activates the human GLP-1 receptor. P43220. HEK293 GLP-1R CRE-luciferase, luminescence, 4-6 h; cells express a hypersensitive GLP-1R form. Potency, µM (doses to about 45.6 µM), for inactives: at the highest dose activation, hits mostly activators. hit rate 0.007% among 380,000. AID 624172; also: % of control where 0% means no effect
Target sequence (P43220 whole entry, looked up): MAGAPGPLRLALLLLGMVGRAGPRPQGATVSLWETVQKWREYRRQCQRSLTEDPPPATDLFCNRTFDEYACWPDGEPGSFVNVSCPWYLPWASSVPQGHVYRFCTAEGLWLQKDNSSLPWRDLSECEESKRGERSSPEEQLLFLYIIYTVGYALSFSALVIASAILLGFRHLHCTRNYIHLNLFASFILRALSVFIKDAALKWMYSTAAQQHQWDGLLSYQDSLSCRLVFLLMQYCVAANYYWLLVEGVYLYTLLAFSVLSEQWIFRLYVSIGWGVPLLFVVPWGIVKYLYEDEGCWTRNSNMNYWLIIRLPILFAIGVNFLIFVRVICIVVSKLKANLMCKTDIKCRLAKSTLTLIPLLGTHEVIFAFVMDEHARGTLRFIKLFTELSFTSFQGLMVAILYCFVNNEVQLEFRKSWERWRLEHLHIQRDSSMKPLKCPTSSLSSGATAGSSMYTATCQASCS
GLP1R inv ag = inverse agonists of human GLP-1 receptor; P43220; HEK293 GLP-1R CRE-luciferase, luminescence, 24 h; GLP-1R form is constitutively active; Potency, µM (highest dose often 38.3 µM), inactives show at the highest dose activity change, negative = inhibition, usual class: inhibitors; hit rate 1.6% among 410,000; also: % is scaled to controls: 0 for no effect and ±100 for the full control effect; nearly all actives have a fitted effect of over 55% in size
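Readout was luciferase luminescence, measured 12 min after detection reagent at room temperature. Beforehand, GLP-1R reporter HEK293 cells had sat 12 h, then received compounds for 24 hr at 37 deg C.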
HT1080NT lethal = kills 2HG-producing HT-1080-NT fibrosarcoma cells. AID 686970. Potency, µM (titrated, usually from 46.1 µM), inactives show at the highest dose activity, negative = less viability, most hits filed as cytotoxic. hit rate 1.6% among 360,000. HT-1080-NT fibrosarcoma viability, CellTiter-Glo ATP luminescence, 48 h;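 also: NT is the 2HG producing partner of a matched IDH1 knockdown line; 0% = DMSO-treated cells and -100% = media-only wells without cells; nearly all actives have a fitted effect of over 55% in size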
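HT-1080-NT; 750 cells/well; 5% FBS RPMI; 48 h compound, 37 degrees C; CellTiter-Glo luminescence; curve fitting and curve-class assignment.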
KB-V1 MDR tox = kills drug-selected multidrug resistant KB-V1 cells; hit rate 3.4% among 400,000; AID 1347076; Potency, µM (highest dose often 46.1 µM), without a hit: at the top dose activity change, negative = cytotoxicity, most hits filed as cytotoxic; KB-V1 MDR cells viability, CellTiter-Glo, 72 h; also: % is scaled to controls: 0 for no effect and ±100 for the full control effect; nearly all actives have a fitted effect of over 60% in size
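Potencies derive from concentration-effect curves fitted to normalized luminescence (CellTiter-Glo) of KB-V1 cells treated for 72 h at 37 degrees C in phenol-red-free DMEM containing 10% FBS.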
HT1080 IDH1KD tx = HT-1080 IDH1 knockdown cell toxicity (counter line); HT-1080 IDH1 knockdown viability, ATP luminescence, 48 h; Potency, µM (top dose mostly 46.1 µM), inactives show at the top dose activity, negative = toxicity, actives largely listed as cytotoxic; hit rate 2% among 360,000;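 also: 0% = DMSO wells and -100% = cell-free medium wells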
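Knockdown cells (IDH1KD HT-1080) received compounds 2 h after plating at 750 cells/well and were kept 48 h at 37 °C in 5% FBS RPMI. A CellTiter-Glo luminescence read gave % activity for curve fitting.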
SW480 rereplic = induces DNA re-replication in SW480 colon adenocarcinoma cells; SW480 DNA re-replication, Hoechst DNA content imaging, 48 h; Potency, µM (titrated, usually from 46.1 µM), for inactives: at the highest dose re-replication activation, hits mostly activators; hit rate 1.8% among 340,000; also: % of control where 0% means no effect; nearly all actives have a fitted effect of over 55% in size
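Hoechst fluorescence of nuclei (405 nm excitation, 500-530 nm emission) measured by plate-scanning imager after 48 hr compound exposure at 37 C; re-replication scored as increased number of nuclei with elevated intensity.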
An asterisk follows results filed as active; ? = inconclusive; . = not tested or not shown; [ ] = remark or other dose. Calls follow the shape of the dose curve; as a rule, active = well fitted curve in the direction sought with a large enough effect; inconclusive = small, poorly fitted or top-dose-only effect, or another doubt; inactive = no such curve, though single readings can be large; an effect the other way counts as inactive or inconclusive. Potency is read from the fitted curve at half-maximal effect. Not a hit list, and some 9.4% of all compounds hit somewhere here.

cpd | Molecule | KB-3-1 tox | GLP1R cytotox | TDP-43 yeast inh | GLP-1R agonist | GLP1R inv ag
1 | O=C(c1ccc2c(c1)N(Cc1ccc(F)cc1)C(=O)c1ccccc1S2(=O)=O)N1CCN(Cc2ccccc2)CC1 | -24% | -9% | -6% | 0% | -23%
2 | CCOC(=O)c1c[nH]c(=S)n1C | 3% | 3% | 4% | 4% | 11%
3 | CCN1C(=O)c2ccccc2S(=O)(=O)c2ccc(C(=O)N3CCOCC3)cc21 | 21% | -10% | 16% | 10% | -12%
4 | COc1cccc(C(=O)NC(=S)Nc2ccccc2N2CCCCC2)c1 | -9% | 0% | 12% | 16% | 5.6µM*
5 | Fc1ccc(NCc2ccccc2F)cc1Cl | 3% | 26% | -17% | 1% | 12%
6 | COc1ccc(C2N(c3ccc(Cl)cc3)C(=O)C3CCCN32)cc1 (configuration not stated) | 13% | 14% | 5% | -4% | 5%
7 | O=C(O)CSC(C(=O)Nc1ccc(Br)cc1)c1ccccc1 (configuration not stated) | 0% | -3% | -5% | -2% | 2%
8 | CCN(CC)c1ccc(C=N/C(C#N)=C(\N)C#N)cc1 | 6% | 0% | 13% | 4% | 31%[activator]

cpd | HT1080NT lethal | KB-V1 MDR tox | HT1080 IDH1KD tx | SW480 rereplic
1 | . | ? | . | .
2 | 2% | -17% | 8% | -6%
3 | 7% | 0% | 2% | -16%
4 | -11% | -4% | 0% | 0%
5 | -7% | -5% | -18% | ?
6 | -12% | -3% | -20% | -1%
7 | -4% | -9% | 0% | 9%
8 | 3% | -16% | 17% | 0%

(next part)
cpd | Molecule | KB-3-1 tox | GLP1R cytotox | TDP-43 yeast inh | GLP-1R agonist | GLP1R inv ag
9 | CC(C)Oc1ccc(CNC(=O)c2cccc(NC(=O)c3nsc4ccccc34)c2)cc1 | -11% | -4% | 18% | . | ?
10 | CC(C)C[C@H]1CN(CCCC[C@H]2CNC(=O)C(=O)N2CC2CCCCC2)C(=O)C(=O)N1CCc1ccccc1 | 16% | -1% | -7% | -3% | -6%
11 | C/C(=C\c1cccc(Br)c1)C(=O)c1c(C)cc(C)[nH]c1=O | -8% | 7% | 3% | -3% | ?
12 | O=C1COc2cc(S(=O)(=O)CCC(=O)N3CCN(c4ccccc4F)CC3)c(Cl)cc2N1 | -9% | -7% | -3% | -7% | -2%
13 | CS(=O)(=O)N(CC(=O)Nc1cccc([N+](=O)[O-])c1)c1ccccc1F | -1% | 3% | 11% | 12% | -7%
14 | CCOC(=O)c1ccc(NC(=O)Oc2cc(C)c(Cl)cc2C(C)C)cc1 | -2% | -6% | 7% | 7% | ?
15 | CN(CC(=O)Nc1ccccc1C(=O)NC1CC1)Cc1ccccc1F | 0% | -1% | 12% | 2% | ?
16 | CCc1cc(=O)oc2cc(C)cc(OCC(=O)NCc3ccccn3)c12 | 11% | 9% | 18% | -2% | 27%

cpd | HT1080NT lethal | KB-V1 MDR tox | HT1080 IDH1KD tx | SW480 rereplic
9 | . | -3% | . | .
10 | -4% | -6% | -6% | .
11 | -5% | -7% | -6% | 9%
12 | . | ? | . | .
13 | -3% | 21% | 4% | 3%
14 | -13% | ? | ? | 4%
15 | 10% | ? | 12% | 2%
16 | 5% | 1% | 14% | ?

Further entries follow.
cpd | Molecule | KB-3-1 tox | GLP1R cytotox | TDP-43 yeast inh | GLP-1R agonist | GLP1R inv ag
17 | Cc1cccc(CC(C)NC(=O)c2cc(COc3ccc(F)cc3F)on2)n1 (configuration not stated) | 17% | 1% | 6% | 7% | ?
18 | CCCS(=O)(=O)N1CCN=C1SCc1cccc(F)c1 | 1% | -5% | 15% | 14% | -5%
19 | Cc1ccc(C(=O)OCC(=O)c2ccc(Cl)s2)s1 | 10% | -5% | -5% | 4% | -6%
20 | CC1CCN(S(=O)(=O)c2ccc(NC(=O)Cc3ccccc3)cc2)CC1 | -21% | -1% | -10% | 1% | ?
21 | CCCNC(=O)C1CC(=O)N(c2ccc(OCC)cc2)C1 (configuration not stated) | -3% | -1% | . | -2% | 13%
22 | CCOc1ccc(CCNC(=O)COC(=O)Cn2nc(C)c([N+](=O)[O-])c2C)cc1OCC | 22% | 11% | -11% | 8% | 14%
23 | CCCNC(=O)c1ccccc1NC(=O)c1ccccc1SC | 1% | 1% | -11% | -5% | -1%
24 | COc1ccc(COc2cc(-c3cccc(OC)c3)nc3ccc(NC(=O)c4ccc(N(C)C)cc4)cc23)cc1 | 4.6µM* | ? | 3% | 17% | ?

cpd | HT1080NT lethal | KB-V1 MDR tox | HT1080 IDH1KD tx | SW480 rereplic
17 | 20% | -10% | -7% | -15%
18 | -5% | 4% | 0% | -5%
19 | 20% | 26% | 19% | -6%[9.22 µM]
20 | ? | ? | 1% | 4%
21 | 3% | 16% | 15% | ?
22 | -8% | 4% | -8% | -1%
23 | 2% | -3% | 0% | 0%
24 | ? | -4% | 6.5µM* | 9.2µM*

Four entries from above, field by field.
#20 CC1CCN(S(=O)(=O)c2ccc(NC(=O)Cc3ccccc3)cc2)CC1
  KB-3-1 tox: -21% | GLP1R cytotox: -1% | TDP-43 yeast inh: -10% | GLP-1R agonist: 1% | GLP1R inv ag: ? | HT1080NT lethal: ? | KB-V1 MDR tox: ? | HT1080 IDH1KD tx: 1% | SW480 rereplic: 4%
#1 O=C(c1ccc2c(c1)N(Cc1ccc(F)cc1)C(=O)c1ccccc1S2(=O)=O)N1CCN(Cc2ccccc2)CC1
  KB-3-1 tox: -24% | GLP1R cytotox: -9% | TDP-43 yeast inh: -6% | GLP-1R agonist: 0% | GLP1R inv ag: -23% | HT1080NT lethal: . | KB-V1 MDR tox: ? | HT1080 IDH1KD tx: . | SW480 rereplic: .
#12 O=C1COc2cc(S(=O)(=O)CCC(=O)N3CCN(c4ccccc4F)CC3)c(Cl)cc2N1
  KB-3-1 tox: -9% | GLP1R cytotox: -7% | TDP-43 yeast inh: -3% | GLP-1R agonist: -7% | GLP1R inv ag: -2% | HT1080NT lethal: . | KB-V1 MDR tox: ? | HT1080 IDH1KD tx: . | SW480 rereplic: .
#10 CC(C)C[C@H]1CN(CCCC[C@H]2CNC(=O)C(=O)N2CC2CCCCC2)C(=O)C(=O)N1CCc1ccccc1
  KB-3-1 tox: 16% | GLP1R cytotox: -1% | TDP-43 yeast inh: -7% | GLP-1R agonist: -3% | GLP1R inv ag: -6% | HT1080NT lethal: -4% | KB-V1 MDR tox: -6% | HT1080 IDH1KD tx: -6% | SW480 rereplic: .

Continued.
cpd | Molecule | KB-3-1 tox | GLP1R cytotox | TDP-43 yeast inh | GLP-1R agonist | GLP1R inv ag
25 | Cc1cc(C)nc(/N=C2\NC(=O)CC(C(=O)O)N2CCc2c[nH]c3ccccc23)n1 (configuration not stated) | 3% | 0% | 16% | -7% | -6%
26 | O=C(c1ccccc1F)N1CCN(c2cnn(-c3cccc(Cl)c3)c(=O)c2Cl)CC1 | -2% | 2% | 20µM* | 11% | -10%
27 | O=C(CSc1nc2ccccc2n1S(=O)(=O)c1ccccc1)N1CCCC1 | 1% | -9% | 25% | -9% | 7%
28 | COc1ccc(-c2csc(NC(=O)c3ccc(N4C(=O)CCC4=O)cc3)n2)cc1 | -2% | 5% | 2% | 18% | 11%
29 | Cc1cc(C)c(NC(=O)CNC(=O)CN2C(=O)NC3(CCCc4ccccc43)C2=O)c(C)c1 (configuration not stated) | 9% | -13% | -2% | -2% | ?
30 | CC(Oc1ccc(F)cc1)C(=O)Nc1cccc(S(=O)(=O)N(C)c2ccccc2)c1 (configuration not stated) | -2% | 5% | 8% | 4% | ?
31 | COc1ccc(NC(=O)COC(=O)CCc2ccc(S(=O)(=O)N3CCOCC3)cc2)cc1Cl | 17% | 3% | 5% | 2% | 9%
32 | O=C(CNC(=O)N1CC(=O)Nc2ccccc21)Nc1ccc(Cl)cc1Cl | 7% | -1% | 6% | -3% | 13%

cpd | HT1080NT lethal | KB-V1 MDR tox | HT1080 IDH1KD tx | SW480 rereplic
25 | 18% | 2% | 5% | -4%
26 | -25% | ? | -14% | 1%
27 | 1% | -27% | 16% | -46%[inhibitor]
28 | 18% | 2% | 10% | -34%[inhibitor]
29 | 2% | 6% | 0% | -5%
30 | -18% | ? | -5% | .
31 | 0% | -17% | 0% | -3%
32 | 6% | 0% | 5% | .

More results.
cpd | Molecule | KB-3-1 tox | GLP1R cytotox | TDP-43 yeast inh | GLP-1R agonist | GLP1R inv ag
33 | COc1ccccc1N1CCc2c(C)nc3c(OC)cccc3c21 | ? | -19% | 0% | 2% | -11%
34 | CCC(C)NC(=O)C1CCN(S(=O)(=O)c2ccc(OC)cc2)CC1 (configuration not stated) | 1% | 9% | -21% | -10% | -7%
35 | COc1cc(Cl)ccc1OCc1cc(C(=O)NC2CCc3ccccc32)no1 (configuration not stated) | -19% | 4% | 18% | 5% | 13%
36 | Cc1nn(Cc2ccc([N+](=O)[O-])cc2)c(=O)n1N(C)c1ncc(C(F)(F)F)cc1Cl | -11% | -12% | ? | 0% | ?
37 | COc1cccc(C(=O)N/N=C(/CCC(=O)O)c2ccccc2)c1 | 2% | -16% | 15% | -4% | 1%
38 | CCOc1ccc(NC(=O)CN(C)C(=O)c2cc(-c3ccc(OC)cc3)nc3ccccc23)cc1OCC | -24% | -1% | 11% | 15% | ?
39 | COc1cc2ccc(=O)oc2cc1OCC(O)C(C)(C)O (configuration not stated) | 1% | 5% | -13% | -4% | 6%
40 | O=C(COC(=O)c1ccc2c(c1)OCCO2)NCCc1ccccc1 | -1% | -10% | 22% | 2% | 1%
41 | CC(=O)c1cccc(NS(=O)(=O)c2cc3c(cc2C)NC(=O)CO3)c1 | -2% | -13% | -5% | 4% | -6%

cpd | HT1080NT lethal | KB-V1 MDR tox | HT1080 IDH1KD tx | SW480 rereplic
33 | ? | 21µM* | ? | -3%
34 | 5% | 10% | 8% | -1%
35 | ? | -11% | -18% | -4%
36 | -19% | ? | -15% | -2%[9.22 µM]
37 | 14% | -13% | 17% | -2%
38 | -4% | ? | -21% | 3%
39 | -2% | 8% | 7% | -1%
40 | 6% | -6% | 13% | -6%
41 | 3% | ? | -12% | -16%
